Yeast superoxide: yeast age-related superoxide inhibition as caloric restriction mimetic; actives 0.18% (n = 330,000); superoxide response (% of plate mean), % at 10 µM; S. cerevisiae aged cells, superoxide DHE fluorescence; stronger effect = lower value; AID 2690;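 active means superoxide response under a set limit, about three screen SD below normal, cut at about 65% in these data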;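 further: yeast aged for seven days with compound at 30 °C before DHE staining; 100% = average MFI of all compound-treated wells on the plate with controls excluded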
LAP4 TOR yeast: yeast TOR pathway LAP4-GFP modulation; S. cerevisiae LAP4-GFP multiplex, flow cytometry GFP, 3 h; median GFP as percent of DMSO wells; GFP response vs DMSO, % at 10 µM; actives 0.34% (n = 320,000); AID 2023;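 active means GFP response vs DMSO above a set limit, about the screen mean plus 3 SD, cut at about 150% in these data; inconclusive means under 70 cell events counted for the yeast strain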
JMJD2C inh: inhibitors of human GASC-1 (JMJD2C) demethylase. Q9H3R0. GST-JMJD2C(1-420) H3K9me3 demethylation, DELFIA europium. inhibition, % at 2.35 µM. actives 0.069% (n = 330,000);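 active means more than half of a compound's replicate wells show inhibition beyond 50%, single wells judged on their own value; inconclusive means some, but no more than half, of replicates pass 50% inhibition; inactive means no replicate passes 50% inhibition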;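 further: signal counts dimethyl H3K9 product captured on neutravidin plate; 0% = median of DMSO wells and 100% = 0.3 times that DMSO median; strong numbers were not always called active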
MEP2 TOR yeast: alters MEP2-GFP fluorescence in TOR pathway yeast screen. S. cerevisiae MEP2-GFP strain, flow cytometry GFP, 3 h; 100% = DMSO control level. GFP response vs DMSO, % at 10 µM. actives 0.51% (n = 330,000);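 active means GFP response versus DMSO above a set limit, roughly screen mean plus 3 SD, cut at about 180% in these data; inconclusive means fewer than 70 cells counted for a yeast strain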;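 further: median GFP fluorescence of the barcode-gated MEP2-GFP cells per well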
RPL19A-GFP yeast: yeast TOR pathway RPL19A-GFP modulation; S. cerevisiae RPL19A-GFP strain, flow cytometry, 3 h; stronger effect = lower value; percent response vs DMSO, % at 10 µM; actives 0.3% (n = 330,000);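 active means percent response vs DMSO below 50%; inconclusive means fewer than 70 events counted for the yeast strain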;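 further: median channel GFP fluorescence of the barcoded RPL19A-GFP strain; ratio of sample median GFP to plate DMSO average so 100% = DMSO; lower means less RPL19A-GFP as with rapamycin TOR inhibition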
proCasp3 act: procaspase-3 (human) activation; P42574; recombinant procaspase-3 D3A, Ac-DEVD-pNA absorbance 405 nm; activation, % at 8.5 µM; actives 0.11% (n = 330,000);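 active means activation above the mean of all tested compounds plus 3 SD, cut at about 21% in these data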;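 further: 0% = DMSO alone and 100% = DMSO wells spiked with extra 5 µM PC-3 D3A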
Target sequence (P42574 whole entry D9A/D28A/D175A): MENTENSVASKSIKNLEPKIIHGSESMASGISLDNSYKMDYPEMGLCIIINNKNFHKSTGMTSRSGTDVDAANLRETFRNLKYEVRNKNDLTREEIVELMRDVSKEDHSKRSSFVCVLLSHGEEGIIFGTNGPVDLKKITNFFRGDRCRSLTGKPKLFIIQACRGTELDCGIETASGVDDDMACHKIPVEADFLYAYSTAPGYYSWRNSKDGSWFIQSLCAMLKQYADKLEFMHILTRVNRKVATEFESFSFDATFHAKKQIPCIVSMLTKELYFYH
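Evaluation: percent activation relative to control range; Material: Procaspase-3 D3A mutant, all three cleavage aspartates alanine; Compound: single dose, 8.5 µM nominal compound, 0.8% DMSO; Replication: one well per compound; Signal: absorbance at 405 nm, 0 and 120 min; Schedule: 1 h preincubation plus 2 h reaction at 25 °C.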
proCasp7 act: activates human procaspase-7, counter-screen for procaspase-3 activators | recombinant procaspase-7, Ac-DEVD-pNA absorbance 405 nm; D23A/D198A/D206A triple mutant, cannot self-cleave; scale: DMSO 0, 5 µM enzyme 100 | actives 0.093% (n = 330,000) | activation, % at 8.5 µM | P55210;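 active means percent activation above the screen-wide mean plus 3 SD, cut at about 25% in these data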
Target sequence (P55210 whole entry D23A/D198A/D206A): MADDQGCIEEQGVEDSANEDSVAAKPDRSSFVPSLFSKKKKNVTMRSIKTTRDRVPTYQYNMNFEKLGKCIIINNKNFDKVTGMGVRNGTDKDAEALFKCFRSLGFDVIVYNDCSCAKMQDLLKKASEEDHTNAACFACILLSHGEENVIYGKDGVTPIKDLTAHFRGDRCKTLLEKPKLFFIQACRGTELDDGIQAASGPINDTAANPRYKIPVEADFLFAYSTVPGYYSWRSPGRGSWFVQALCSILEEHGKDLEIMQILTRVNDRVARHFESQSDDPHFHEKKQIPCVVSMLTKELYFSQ
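Assay system: Uncleavable procaspase-7 mutant enzyme / Input: 2 µM procaspase-7 mutant as dispensed / Dosing: single nominal 8.5 µM compound dose, 0.8% DMSO final / Timing: 1 h enzyme–compound preincubation and 2 h substrate reaction, both 25 °C / Detection: p-Nitroaniline absorbance at 405 nm, read at 0 and 120 min / Replication: singlicate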
AHR act: activators of human aryl hydrocarbon receptor; P35869; AHR-responsive luciferase reporter cells, luminescence; activation, % at 5 µM; actives 2.5% (n = 320,000); in the data active means activation above about 47%;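 further: 0% = vehicle wells and 100% = reference agonist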
* marks the source's active call; other numbers are inactive results; ? = inconclusive; / = no result given; [ ] = remark or other dose.

SMILES	Yeast superoxide	LAP4 TOR yeast	JMJD2C inh	MEP2 TOR yeast	RPL19A-GFP yeast	proCasp3 act	proCasp7 act	AHR act
Cc1ccc(NC(=O)CCc2nc3ccccc3[nH]2)cc1C	88	107	1	100	104	-3	-4	4
CCn1c(C)cc(/C=C2/SC(=S)N(CC(=O)O)C2=O)c1C	121	105	6	110	99	2	-4	-1
O=S(=O)(/N=C(/Nc1ccccc1F)c1ccccc1)c1ccccc1	112	90	-1	100	97	-2	-7	2
CN(CC(=O)Nc1ccc(S(=O)(=O)N2CCCC2)cc1)Cc1c(F)cccc1Cl	102	111	17	102	102	-3	4	-7
CCOC(=O)c1c(-c2ccc(OC)cc2)csc1NC(=O)CCN1C(=O)c2ccccc2C1=O	102	102	5	95	97	-9	-19	5
CC1CCCN(c2nc(-c3cccnc3)nc3scc(-c4ccccc4)c23)C1 (centres undefined)	83	90	0	98	97	-5	9	26
S=C(NCCc1ccccn1)NC1CC2CCC1C2 (centres undefined)	101	/	-3	100	99	5	9	5
COc1ccc(CCNC(=O)Cc2ccc(Cl)cc2)cc1OC	97	97	-10	112	107	1	-4	1
COc1ccc(CCN(C)C(=O)c2c(C)nn(-c3ccccc3)c2C)cc1OC	101	98	-10	97	101	5	4	-6
O=C(Nc1ccccc1F)c1ccccc1-c1ccccc1	114	95	2	100	99	3	-12	2
CCCn1nnnc1NC(=O)COc1ccc(Cl)cc1C	89	104	-5	102	98	15	0	1
Cc1ccc(S(=O)(=O)N2CCCCC2)cc1NC(=O)CSc1ccc2c(c1)OCCO2	111	100	-1	97	99	-5	-3	-1
O=C1C(Cl)=C(N2CCOCC2)C(=O)N1c1cccc(Cl)c1	102	98	-4	98	98	3	-18	4
Cc1ccc(NC(=O)C2CCN(C(=O)NCc3ccccc3)CC2)cc1C	96	97	3	106	95	8	-2	1
CCC1CCCCN1C(=O)CSc1nnc(N)s1 (centres undefined)	98	107	7	112	102	-3	4	-1
CCOc1ccc(C(C)NC(=O)c2cc(=O)[nH]c3ccccc23)cc1OCC (centres undefined)	101	97	-13	106	110	-4	2	-1
COc1ccc(C(=O)CSc2nnc(-c3cnccn3)n2Cc2ccco2)cc1	99	101	-52	103	98	-1	-2	0
O=C(N/N=C/c1ccc(Cl)cc1)c1sccc1OCc1ccc(F)cc1	97	106	-6	103	101	4	-4	6
O=C(CSc1ncn[nH]1)Nc1nnc(-c2ccccc2)s1	115	103	-11	109	104	8	-2	-1
COc1ccc([C@@H]2[C@@H]3C(=O)N(C(C)(C)C)C(=O)[C@@H]3[C@]3(Cc4ccccc4)C(=O)N(c4cccc(C)c4)C(=O)N23)cc1	100	122	8	90	95	9	-2	-1
O=C(CCC(=O)Nc1ccc(F)cc1)N/N=C/c1cccs1	88	93	-3	108	106	3	9	4
O=C(CSc1ccc2nnc(-c3cccnc3)n2n1)NCc1ccco1	86	102	3	106	98	-9	-1	13
Cc1ccc(C(=O)CCC(=O)O)cc1	84	91	9	92	97	3	5	4
CCCOC(=O)c1sc2nc3c(cc2c1N)C(=O)CCC3	87	95	5	101	97	-7	5	3
Cc1ccc2sc(N(CCCN(C)C)C(=O)c3ccc(Br)s3)nc2c1C	93	98	1	99	95	2	5	-4
O=C(CCl)N1CCN(S(=O)(=O)c2ccc3ccccc3c2)CC1	96	102	26	109	102	3	-11	-1
COc1ccccc1N(CC(=O)NCCSc1ccc(Cl)cc1)S(C)(=O)=O	102	99	-1	100	98	-2	5	-4
CN(C)CCN1C(=O)c2oc3ccc(F)cc3c(=O)c2C1c1ccncc1 (centres undefined)	96	113	-3	105	98	7	-7	1
CCCCCCSc1ccc(-c2nc3cnccn3c2NCCCC)cc1	76	103	-11	109	96	-1	-16	0
Cc1cc(NC(=O)Cn2ccsc2=N)c([N+](=O)[O-])cc1C	87	99	3	96	97	-3	2	1

SMILES	Yeast superoxide	LAP4 TOR yeast	JMJD2C inh	MEP2 TOR yeast	RPL19A-GFP yeast	proCasp3 act	proCasp7 act	AHR act
CCCCCc1c2c(cc(O)c1C(=O)O)OC(=O)c1c(cc(OC)cc1C(=O)CCCC)O2	89	100	/	102	95	5	0	2
Cc1cccn2c(=O)c3cc(C(=O)NCCN4CCOCC4)c(=N)n(CCCN4CCOCC4)c3nc12	103	87[may fluoresce violet]	-5	224*[may fluoresce violet]	60[may fluoresce violet]	-8	-10	0
CC1=CC2=NC(=O)CC(C)(C(=O)N(CC(=O)NC3CCCC3)c3cc(C)cc(C)c3)N2C=C1 (centres undefined)	98	98	2	98	102	4	-5	4
[O-][n+]1onc2c1CCc1nnc(-c3ccccc3)cc1-2	116	100	3	100	97	-6	-6	97*
N#Cc1ccc(OCC(=O)NCC2(N3CCCCC3)CCCCC2)cc1	108	99	-7	93	101	2	7	0
Cc1cc(N2CCOCC2)nc2ccc(NC(=S)N3CCN(Cc4ccccc4)CC3)cc12	96	103	-1	101	105	-4	-6	15
COc1cccc(OC)c1NC(=O)C1CCCN1C(=O)NCc1ccccc1 (centres undefined)	90	92	-1	98	99	4	-1	0
Cc1ccc(C(=O)CC2(O)C(=O)N(C)c3ccccc32)o1 (centres undefined)	89	101	1	104	100	-3	3	1
CCN(C(=O)CSc1nncn1-c1ccccc1)c1c(N)n(Cc2ccccc2)c(=O)[nH]c1=O	100	96	2	103	102	4	-1	2
CCc1nnc(NC(=O)c2ccc(NC(=O)C(C)C)cc2)s1	117	108	-15	95	98	10	2	13
CC(=O)Nc1ccc(S(=O)(=O)n2nc(C)cc2C)cc1	97	93	-1	97	92	-4	5	1
C=CCN=C(NC#N)SCC(=O)NC(C)(C)C	91	96	-10	97	100	3	5	1
CCCCNC(=O)CN1C(=O)NC2(CCOc3ccccc32)C1=O (centres undefined)	108	94	-1	96	94	2	-1	0
O=C(CN1C(=O)CCC1=O)NCC12CC3CC(CC(C3)C1)C2	125	100	/	95	100	0	17	1
Cc1[nH]n(-c2ccccc2)c(=O)c1C=Nc1ccc(S(=O)(=O)Nc2nccs2)cc1	110	84	13	105	106	-1	1	8
Cc1ccc(/C=C(\NC(=O)c2ccc(C)cc2)c2nc(=S)[nH][nH]2)cc1	96	103	3	102	101	-9	-8	2
O=C(NCc1ccco1)C1CCCN(S(=O)(=O)c2cnc[nH]2)C1 (centres undefined)	106	99	-15	103	102	10	-3	0
CCOC(=O)C1CCCCN1Cc1ccc(F)cc1 (centres undefined)	81	99	15	99	99	-5	8	-3
O=C(/C=C/c1ccccc1)NCC(=O)N/N=C/c1ccccc1[N+](=O)[O-]	102	88	0	94	102	3	-4	4
Cc1ccc([C@H]2C(C#N)=C(N)Oc3cc(C)oc(=O)c32)o1	102	102	-16	107	95	3	6	-1
CCN(C(=O)COC(=O)CCc1ccccc1OC)c1c(N)n(Cc2ccccc2)c(=O)[nH]c1=O	98	92	-7	94	92	-1	6	-1
CCCCCN1C=CC=C/C1=C\C=C(C#N)C#N	94	106	73	97	94	2	-43	0
N#Cc1cccc(NC(=O)CSc2ccc3c4c(cccc24)C(=O)c2ccccc2-3)c1	107	92	-1	108	104	-1	-5	25
CS(=O)(=O)c1ccc(Cl)c(NC(=O)CSc2n[nH]c(N)n2)c1	89	97	-8	100	99	-1	0	0
CCCn1c(SCC(=O)N2CCOCC2)nnc1-c1ccncc1	109	99	-6	103	101	7	2	2
O=C(NCc1cccs1)C1CC(O)CN1C(=O)Nc1ccccc1 (centres undefined)	102	96	3	108	105	-3	9	3
CCC1(c2ccccc2)NC(=O)N(CC(=O)Nc2cc(S(=O)(=O)N3CCCCC3)ccc2N(C)C)C1=O (centres undefined)	108	122	-3	88	93	2	9	7
CCCCn1c(N)c(N(Cc2ccccc2OC)C(=O)CSCC(=O)Nc2cccc(C)c2)c(=O)[nH]c1=O	97	97	9	113	115	/	/	/
COCCCNC(=O)C(=O)NCC1CCCN1S(=O)(=O)c1cccs1 (centres undefined)	94	205*	4	106	77	-8	4	2
COc1ccc(Cl)cc1NC(=O)CN(C)CC(=O)N(CC(C)C)c1c(N)n(CC(C)C)c(=O)[nH]c1=O	79	87[may fluoresce red]	1	82[may fluoresce red]	?	9	-3	1

SMILES	Yeast superoxide	LAP4 TOR yeast	JMJD2C inh	MEP2 TOR yeast	RPL19A-GFP yeast	proCasp3 act	proCasp7 act	AHR act
S=C(NC1CCCCC1)c1ccc2c(c1)OCO2	88	103	-5	98	92	4	5	10
CCOC(=O)C(C)Sc1nc2c(cnn2-c2ccc(F)cc2)c(=O)[nH]1 (centres undefined)	114	92	-7	103	104	-6	-5	2
Cc1ccc(C)c(NC(=S)N(Cc2ccc(Cl)cc2)Cc2ccc(C(=O)O)cc2)c1	141	109	-13	89	93	2	0	3
COc1ccccc1CCNC(=O)c1cc(COc2cccc(C(F)(F)F)c2)on1	98	94	-19	102	100	3	-1	5
O=C(C1COc2ccccc2O1)N1CCOCC1 (centres undefined)	101	103	-13	98	96	-6	5	1
O=P(O)(O)c1ccccc1OCCCCCOc1ccccc1P(=O)(O)O	90	104	4	103	103	-2	1	-1
